# UbGFP stabilizer – proteasome inhibitors stabilizing ubiquitin-GFP reporter | Potency, µM (highest dose often 45.9 µM), for the others: at the top dose activation (GFP accumulation), actives largely listed as activators | 67,000 tested, under 10 active | Ubiquitin-GFP reporter cells, proteasome inhibition, GFP fluorescence; response scale: untreated = 0%, 10 µM MG-132 = 100%; active means well fitted activation curve with a large enough effect, not every such curve was filed as active; inconclusive means small, poorly fitted or top-dose-only effect, or another doubt; inactive means no such curve, though single readings can be large or run the other way; further: potency means the concentration at half of the fitted maximal effect
#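 U2OS cells stably expressing ubiquitin(G76V)-GFP, seeded overnight in 0.5% FBS medium, were exposed to compounds (qHTS, 46 uM to 2.9 nM) for 4 hr at 37 °C. GFP-positive cells were counted by laser cytometry (488 ex/515 em), normalized between basal and 10 uM MG-132.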
# Pol III holo inh – blocks replication by bacterial DNA polymerase III holoenzyme; reconstituted DNA polymerase III holoenzyme replication, biochemical; Potency, µM (doses to about 57.1 µM), inactives show at the highest dose activity change, negative = inhibition; actives 0.25% (n = 71,000); AID 603; further: potency means the concentration at half of the fitted maximal effect; on the % scale 0 is the no-effect control and ±100 the full control effect
#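 Reconstituted *E. coli* holoenzyme (0.35 nM Pol III, 1 nM beta, 154 nM SSB, 2 nM primase) was preincubated with compound for 15 min at RT. Synthesis on 1.4 nM ssM13Gori ran 35 min, then was stopped with PicoGreen/EDTA and read as dsDNA fluorescence.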
# BRCT PPI green – blocks human BRCA1 BRCT binding to phosphopeptide, green readout | P38398 | BRCA1 BRCT-phosphopeptide binding, green fluorescence polarization | Potency, µM (highest dose often 76.9 µM), for the others: at the highest dose activity change, negative = inhibition, most hits filed as inhibitors | actives 0.05% (n = 75,000) | AID 875;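 further: potency means the concentration at half of the fitted maximal effect; plate controls were peptide without protein for full effect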
#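 Fluorescence polarization: His-tagged BRCT (~35 kDa BRCA1 C-terminus, 250 nM) bound to 100 nM fluorescein-labeled phosphorylated 10-aa BACH1 peptide, pH 7.3 phosphate buffer with DTT and Tween 20. Compounds incubated 12 min at room temperature; inhibition read as lowered polarization.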
# Hsp90 Hop PPI – changes Hsp90-Hop TPR2A binding signal, up or down; Potency, µM (doses to about 57 µM), for the others: top-dose activity change, negative = inhibition; actives 0.44% (n = 71,000); AlphaScreen TPR2A-His6 binding biotin-Hsp90 C-terminal peptide; active means well fitted curve in either direction with a large enough effect; inconclusive means small, poorly fitted or top-dose-only effect, or another doubt; further: potency means the concentration at half of the fitted maximal effect; on the % scale 0 is the no-effect control and ±100 the full control effect; many of its hits are not listed in these tables
# CRE-bla Fsk – CRE-bla signaling modulation under forskolin stimulation; CHO CRE-bla reporter (cAMP response element driving beta-lactamase), forskolin EC10, beta-lactamase ratio; Potency, µM (doses to about 38.2 µM), for the others: at the top dose activity change, negative = inhibition, usual class: activators; actives 2.5% (n = 71,000); AID 662; active means well fitted activation curve with a large enough effect in the signal ratio, with a control signal flat, not every such curve was filed as active; inconclusive means small, poorly fitted or top-dose-only effect, or effect the other way, or a change in a side signal; the % refers to the signal ratio; further: potency means the concentration at half of the fitted maximal effect; % of control where 0% means no effect
#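 Reporter-gene assay: CHO cells with beta-lactamase behind cAMP responsive elements, co-treated with compound and EC10 NKH 477 for 3 hours at 37 degrees Celsius. Activity came from the 460/530 nm CCF4 emission ratio.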
# 4-MU autofl – compound fluoresces in the 4-MU spectral region | compound autofluorescence, 340/450 nm, 4-MU equivalents; active compounds read high | max dye-equivalent concentration, M | actives 11% (n = 59,000) | AID 589; in the data active means max dye-equivalent concentration above about 10 nM; inconclusive means mostly about 1.1 nM to 9.6 nM
#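 Compounds in 100 mM Tris, pH 8.0, sat 15 min at room temperature before fluorescence was read at 340 nm excitation/450 nm emission; a per-plate six-point 4-MU standard curve converted signals to dye-equivalent concentration at each compound concentration.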
# HBB splicing – modulators of hemoglobin beta chain splicing; HBB splicing reporter cell assay, activation; EGFP reporter with mutant IVS2-654 intron; response scale: normalised to 500 nM splice-correcting PNA; Potency, µM (doses to about 46.1 µM), without a hit: at the highest dose activation, most hits filed as activators; actives 0.06% (n = 65,000); further: potency means the concentration at half of the fitted maximal effect; 0% is about no effect
#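 HeLa cells stably expressing EGFP interrupted by mutant beta-globin intron 2 (IVS2-654), 500/well in 2% FCS. Treated with compound for 2 days at 37C. Splicing correction scored as total well GFP intensity (488 nm excitation, 500-520 nm emission); 500 nM antisense PNA served as control.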
# Epigenetic mod – epigenetic modulators derepressing GFP locus in mouse cells | AID 597 | Potency, µM (series often up to 46.1 µM), for the others: at the highest dose GFP derepression (activation) | mouse C127i GFP locus derepression, cytometry, 30 h | actives 0.09% (n = 68,000); further: % of control where 0% means no effect
#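 Derepression screen: silenced CMV-GFP reporter in murine C127i cells, 30 h compound incubation at 37 C, washed cells imaged by laser-scanning cytometer to enumerate GFP-expressing objects of 20 to 120 um.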
# 15-hLO inh – inhibitors of human 15-lipoxygenase (ALOX15); actives 1.4% (n = 74,000); P16050; Potency, µM (doses to about 57.1 µM), for inactives: top-dose activity change, negative = inhibition, hits mostly inhibitors; purified 15hLO-1, xylenol orange hydroperoxide absorbance; AID 887; further: potency means the concentration at half of the fitted maximal effect; on the % scale 0 is the no-effect control and ±100 the full control effect; nearly all actives have a fitted effect of over 55% in size
#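 40 nM 15hLO-1 + cpd, 15 min RT; start w/ 50 uM AA (final), 6 min RT; stop/detect w/ 200 uM XO + 300 uM Fe(II) in 50 mM H2SO4, 30 min; A573/A405. Buffer 25 mM Hepes pH 7.5, 0.01% Triton X-100. No-enzyme wells as negative control.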
# BRCT inh red – inhibitors of human BRCA1 BRCT-phosphoprotein interaction (red fluorophore); P38398; BRCT-phosphopeptide binding, red fluorescence polarization; Potency, µM (doses to about 76.9 µM), without a hit: at the top dose activity change, negative = inhibition, actives largely listed as inhibitors; actives 0.03% (n = 75,000); AID 892; further: on the % scale 0 is the no-effect control and ±100 the full control effect
#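 Rhodamine-labelled pBACH1 10-mer (100 nM) bound to BRCT domain (100 nM) at pH 7.3; compounds incubated 12 min room temperature, polarization read. Free peptide defines full inhibition; unlabelled decapeptide titrated as control.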
# A350 fluor – compounds fluorescent in Alexa 350 spectral region; Compound autofluorescence, 340/450 nm, Alexa 350 dye-equivalents; active compounds read high; max dye-equivalent concentration, M; actives 11% (n = 59,000); in the data active means max dye-equivalent concentration above about 10 nM; inconclusive means mostly about 1.1 nM to 9.6 nM
# * = called active by the depositor; i = inactive; u = inconclusive; x = not tested or not shown; [ ] = another dose, or the depositor's remark. Unless noted, the call rests on the fitted dose curve; in most records, active means well fitted curve in the direction sought with a large enough effect; inconclusive means small, poorly fitted or top-dose-only effect, or another doubt; inactive means no such curve, though single readings can be large; an effect the other way counts as inactive or inconclusive.
# Preview (3 entries):
mol | UbGFP stabilizer | Pol III holo inh | BRCT PPI green | Hsp90 Hop PPI | CRE-bla Fsk | 4-MU autofl | HBB splicing | Epigenetic mod | 15-hLO inh | BRCT inh red | A350 fluor
O=C(O)c1ccc(N2C(=O)CC(Cc3ccccc3)C2=O)cc1 (configuration not stated) | -7% | 1% | -1.5% | -2% | 0% | x | -0.1%[9.22 µM] | 2% | 3% | -1.1% | x
c1ccc(CNc2ccnc(-c3ccoc3)n2)cc1 | 7% | -2% | 3.3% | -28% | -12% | i | 0.1% | 5%[9.22 µM] | -7% | 0.6% | i
O=C(COc1ccccc1)n1nc(-c2ccc(Cl)cc2)nc1NCc1ccco1 | -3% | -4% | -0.7% | -6% | u | i | -1.1% | 0% | 6% | -0.2% | i

# The whole of this part, from the first entry:
mol | UbGFP stabilizer | Pol III holo inh | BRCT PPI green | Hsp90 Hop PPI | CRE-bla Fsk | 4-MU autofl | HBB splicing | Epigenetic mod | 15-hLO inh | BRCT inh red | A350 fluor
O=C(O)c1ccc(N2C(=O)CC(Cc3ccccc3)C2=O)cc1 (configuration not stated) | -7% | 1% | -1.5% | -2% | 0% | x | -0.1%[9.22 µM] | 2% | 3% | -1.1% | x
c1ccc(CNc2ccnc(-c3ccoc3)n2)cc1 | 7% | -2% | 3.3% | -28% | -12% | i | 0.1% | 5%[9.22 µM] | -7% | 0.6% | i
O=C(COc1ccccc1)n1nc(-c2ccc(Cl)cc2)nc1NCc1ccco1 | -3% | -4% | -0.7% | -6% | u | i | -1.1% | 0% | 6% | -0.2% | i
COc1ccc(CCC(=O)NCc2ccco2)cc1 | 10% | -4% | -0.1% | -1% | -11% | i | -0.7% | -3% | -6% | -1.2% | i
CCCC1C(c2ccco2)NC(c2ccco2)CC1(C)O (configuration not stated) | -1% | -2% | 0.8% | -1% | 8% | i | -1.8% | 6% | -28% | -0.5% | i
N#C/C(=C\c1ccc(O)c(O)c1)C(=O)NCCc1ccccc1 | 0% | -2% | -0.6% | u | u | i | 0.4% | -2% | 6.3µM* | -1.4% | i
COc1cc(C)nc(NC(=O)COc2ccc(Cl)cc2C)n1 | -2% | 0% | -2.7% | -2% | -5% | i | -0.1% | 0% | 10% | -0.5% | i
Nc1nc(NCc2ccco2)nn1-c1ccccc1 | -1% | -2% | 0.0% | -2% | 3% | i | 0.1% | -1% | 7% | 0.2% | i
CC(C)CC(c1nnnn1CC1CCCO1)N1CCN(c2nc3ccccc3s2)CC1 (configuration not stated) | -1% | -7% | -1.1% | 1% | 4% | i | 0.1%[57.5 µM] | -2% | 9% | 0.6% | i
O=C(NC1CCCc2ccccc21)C1CCN(S(=O)(=O)c2cccc3nsnc23)CC1 (configuration not stated) | 13% | 1% | -1.2% | -2% | 4% | i | -4.4% | -3% | 4% | 0.5% | i
O=C(Nc1cccnc1)c1noc2c1CCCCC2 | 0% | 4% | -1.2% | -11% | -6% | i | -1.5% | 3% | 0% | -2.0% | i
O=C(Cc1ccccc1)Nc1ccc(NC(=O)c2ccco2)nc1 | 3% | -5% | -0.6% | -1% | 4% | i | x | 2% | 11% | -0.6% | i
COc1ccc(NCc2nnc(SCC#N)n2-c2ccccc2OC)cc1 | -2% | -5% | -3.1% | -1% | -2% | i | x | -2% | 4% | 0.0% | i
CCCc1cc(Nc2cccc(OCC)c2)n2ncnc2n1 | 1% | -6% | 3.6% | -1% | u | i | x | 0% | -19% | -3.7% | i
Cc1oc(C)c2c(=O)ccc3c(c12)OC(N)=C(C#N)C3c1ccc(F)cc1 (configuration not stated) | 7% | -1% | 19% | -18% | -12% | i | 8.2% | -3% | u | 0.6% | i
Cc1cc(Nc2ccc(F)c(Cl)c2)n2nc(C)nc2n1 | -6% | -1% | 0.2% | -1% | u | x | -0.3% | -3% | 10% | -0.2% | x
O=C(CSc1nnc2ccccn12)c1ccccc1 | 12% | -4% | -1.9% | -4% | -2% | x | 0.2% | -4% | -2% | -0.6% | x
O=C(CCNC(=O)c1ccc(Br)o1)NCc1ccc(Cl)cc1 | 11% | -15% | -1.0% | -1% | -6% | i | -1.4% | -1% | 12% | 0.5% | i
c1ccc(-c2noc(CSc3nc4ccccc4o3)n2)cc1 | -2% | -2% | 3.3% | 29% | 15% | i | -0.7% | 2% | -8% | -0.5% | i
COc1ccc(C2N(c3ccc(OC)cc3)C(=O)C3CCCN32)cc1 (configuration not stated) | 0% | 2% | 0.1% | -5% | -5% | x | 0.3% | 7% | 3% | 0.4% | x
CCN(CC)CCCC(C)n1c(-c2ccccc2)nc2c(NCc3ccccc3)nc(C)nc21 (configuration not stated) | 8% | 1% | 0.6% | -4% | -17% | x | -0.9% | x | u | 0.5% | x
CCOC(=O)C1CCCN(C(=O)c2cc3c(=O)n(C)c4ccccc4c3n2C)C1 (configuration not stated) | 1% | -12% | -0.7% | -3%[2.3 µM] | u | x | -0.3% | x | -4% | 1.2% | x
CC(CC(=O)NC1CCSC1=O)c1ccccc1 (configuration not stated) | -6%[9.17 µM] | -4%[11.4 µM] | -2.2% | -3%[11 µM] | u | x | -1.7%[0.0738 µM] | -2% | -5%[11.4 µM] | 1.6% | x
O=C(c1cccc(F)c1)N1CCc2ccccc2C1 | -2% | -4% | 0.7% | 2% | 10% | i | -0.3% | 3% | 0% | -2.0% | i
Cc1cc(=O)n2nc(N3CCC(C(=O)NC4CCCc5ccccc54)CC3)sc2n1 (configuration not stated) | 16% | 1% | 0.1% | -8% | u | i | -1.4% | 2% | -12% | -2.6% | i
CC(=O)N1CCC2(CCN(Cc3nccs3)CC2)CC1 | -5% | -8% | -1.2% | -11% | -5% | i | 0.6% | -2%[9.22 µM] | 10% | -2.5% | i
Cc1ccccc1Cn1c(CN2CCN(c3ccc(F)cc3)CC2)nc2c1c(=O)n(C)c(=O)n2C | 0% | 208% | u | -1% | u | x | u | x | 20µM* | 1.4% | x
CCC(=O)N1CC2(C)CN(C(=O)CC)CC(C)(C1)C2 | -3% | -2% | -2.8% | 6% | -1% | i | x | 0% | 5% | 0.8% | i
Cc1cccc(CCN(Cc2cc3cccc(C)c3[nH]c2=O)C(=O)N2CCOCC2)c1 | 5% | 4% | 2.9% | -4% | -6% | i | -0.2%[57.5 µM] | 1% | 0% | 0.3% | i
COc1ccc(NS(=O)(=O)c2ccc3oc4ccccc4c3c2)cn1 | -4% | 0% | 2.2% | 1% | -8% | u | -1.4% | -3% | u | -0.8% | 1.1e-08M*
Cn1c(C(=O)OCC(=O)NCC2CCCO2)cc2sccc21 (configuration not stated) | 0% | -2% | -2.6% | u | 2% | i | x | -1% | 4% | 0.7% | i
Nc1nc(SCc2ccc3c(c2)OCO3)n[nH]1 | -8% | -2% | -3.6% | 0% | -6% | i | 0.8% | 0% | 7% | -0.2% | i
COc1cccc(-c2nnn(CC(=O)O)n2)c1 | 3% | -2% | -1.4% | 2% | -4% | i | -0.4% | 1% | 5% | -2.3% | i
CC(C)(CO)NC(=O)C(c1ccccc1)c1ccccc1 | -3% | -10% | -3.4% | -2% | -2% | i | 3.7% | 0% | 5% | -3.6% | i
Fc1ccccc1Cn1nnc2c(-n3ccnc3)ncnc21 | 1% | -10% | -2.6% | -2% | 5% | i | x | -5% | 0% | -0.3% | i
O=C(CSCC(=O)N1CCOCC1)Nc1ccccc1 | -6% | 0% | -2.5% | -3% | 0% | x | -0.2% | 3% | 13% | -0.1% | x
O=C1CN(S(=O)(=O)c2ccc(F)cc2)CC(=O)N1CCc1ccccc1 | 7% | -4% | -2.1% | 5% | -17% | i | -1.3% | 1% | -5% | -0.7% | i
COC(=O)c1c(C#N)c(N)nc2c1CCC2 | 3% | -4% | -1.0% | 0% | 2µM* | 6.1e-06M* | -5.1%[0.369 µM] | -2% | 0% | -0.9% | 1e-05M*
O=C(NCCCN1CCOCC1)C1(c2ccccc2)CCCC1 | -3% | 4% | -0.9% | -3% | -6% | i | 1.3% | 0% | 6% | 0.2% | i
O=C(NCc1ccco1)c1cccnc1-c1nc2ccccc2s1 | 7% | -1% | -5.6% | 5% | u | u | -0.7% | 14% | -1% | 0.2% | u
O=C(NCCCN1CCCCCC1)c1ccc(N2CCCC2=O)cc1 | -17% | -3% | 1.8% | -2% | -8% | i | -0.6% | -1% | -4% | 0.9% | i
